DRD3 antagonist = blocks the human D3 dopamine receptor; P35462; D3R cells, DiscoveRx beta-arrestin luminescence, antagonist mode; hits give low values; max response, negative = inhibition, %; actives 2.5% (n = 360,000); AID 652054; in the data active = max response below about -50%; inconclusive = no clear call, values can overlap the other calls; also: % is scaled to controls: 0 for no effect and ±100 for the full control effect; mostly tested at two doses, the higher about 12 µM
Target sequence (P35462 whole entry, looked up): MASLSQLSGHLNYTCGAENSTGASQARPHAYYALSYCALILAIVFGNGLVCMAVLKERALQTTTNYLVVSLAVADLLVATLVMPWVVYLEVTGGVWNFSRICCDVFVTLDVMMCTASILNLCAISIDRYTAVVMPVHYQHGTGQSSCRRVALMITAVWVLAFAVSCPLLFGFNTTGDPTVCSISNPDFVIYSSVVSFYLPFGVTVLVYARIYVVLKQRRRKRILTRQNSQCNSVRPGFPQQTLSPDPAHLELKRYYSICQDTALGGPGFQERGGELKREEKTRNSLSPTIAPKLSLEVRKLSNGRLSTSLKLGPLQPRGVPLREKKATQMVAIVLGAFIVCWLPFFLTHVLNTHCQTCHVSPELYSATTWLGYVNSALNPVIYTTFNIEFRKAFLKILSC
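Cells expressing the human receptor were seeded at 1500 cells/well, incubated overnight at 37 degrees C in 5% CO2, then exposed to library compounds with dopamine controls for 90 minutes at 37 degrees C before luminescent detection.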
D3 ag = activates the human D3 dopamine receptor. D3R DiscoveRx beta-arrestin cells, luminescence, 90 min. max activation, %. actives 0.58% (n = 410,000); in the data active = max activation above about 30%; also: 0% is about no effect; mostly tested at two doses, the higher about 12 µM
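Agonist-mode cell screen: cells plated at 1500/well and incubated overnight at 37 °C, then exposed to library compounds for 90 min at 37 °C. Detection reagent was added for 30–60 min at room temperature, and luminescence was read.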
KB-V1 cytotox = KB-V1 MDR subline cytotoxicity. actives 3.4% (n = 400,000). Potency, µM (titrated, usually from 46.1 µM), inactives show at the top dose activity change, negative = cytotoxicity, usual class: cytotoxic. AID 1347076. KB-V1 MDR cells viability, CellTiter-Glo, 72 h; also: potency is read from the fitted curve at half-maximal effect; % is scaled to controls: 0 for no effect and ±100 for the full control effect; nearly all actives have a fitted effect of over 60% in size
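Following 72 h at 37 degrees C with compound, KB-V1 cell viability was read by CellTiter-Glo luminescence, medium being phenol-red-free DMEM plus 10% FBS; concentration-response parameters came from normalized, curve-fitted qHTS data.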
IL1B secr inh = inhibitors of inflammasome signaling (IL-1 beta secretion); actives 4.7% (n = 360,000); activity change, % at 57.5 µM; AID 743279; THP-1 LPS/ATP IL-1B secretion, AlphaLISA, 16 h; hits give low values; in the data active = activity change below about -50%; inconclusive = mostly about -30% to -49%; also: % is scaled to controls: 0 for no effect and ±100 for the full control effect
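THP-1 cells pretreated 1 hr with compounds (up to 57.5 uM final), then stimulated with LPS (250 ng/mL final) plus ATP (1.25 mM final); secreted IL-1B measured by AlphaLISA after 16 hr, decreased signal indicating inhibition.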
SW480 rerep = inducers of DNA re-replication in SW480 colon cancer cells; SW480 DNA re-replication, Hoechst DNA content imaging, 48 h; Potency, µM (titrated, usually from 46.1 µM), for inactives: at the highest dose re-replication activation, most hits filed as activators; actives 1.8% (n = 340,000); also: potency is read from the fitted curve at half-maximal effect; % of control where 0% means no effect; nearly all actives have a fitted effect of over 55% in size
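Image-based read-out: total Hoechst fluorescence of nuclei (405 nm excitation, 500-530 nm emission), with hits raising the fraction of high-intensity nuclei. SW480 colon cells incubated 48 hr with compounds at 37 C.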
KB-3-1 tox = kills parental KB-3-1 adenocarcinoma cells | Potency, µM (top dose mostly 46.1 µM), for the others: at the highest dose activity change, negative = cytotoxic, most hits filed as cytotoxic | actives 1.4% (n = 400,000) | KB-3-1 viability, CellTiter-Glo ATP luminescence, 72 h; also: potency is read from the fitted curve at half-maximal effect; % is scaled to controls: 0 for no effect and ±100 for the full control effect; nearly all actives have a fitted effect of over 60% in size
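Luminescent ATP read-out (CellTiter-Glo) measures survival of drug-naive KB-3-1 cells after 72 h compound exposure at 37 °C. Titration series was screened from lowest to highest concentration, with DMSO vehicle plates as background controls.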
HT1080 IDH1KD tx = kills HT-1080 cells with IDH1 knockdown; HT-1080 IDH1 knockdown viability, ATP luminescence, 48 h; Potency, µM (titrated, usually from 46.1 µM), for the others: at the highest dose activity, negative = toxicity, usual class: cytotoxic; actives 2% (n = 360,000); AID 686971;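 also: potency is read from the fitted curve at half-maximal effect; 0% = DMSO wells and -100% = cell-free medium wells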
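After a 2 h attachment period, IDH1KD HT-1080 cells took pin-transferred compound for 48 h at 37 °C; ATP-based luminescence after 10 min room-temperature reagent incubation reported viability.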
GLP1R ag = agonists of human GLP-1 receptor; actives 0.007% (n = 380,000); P43220; HEK293 GLP-1R CRE-luciferase, luminescence, 4-6 h; cells express a hypersensitive GLP-1R form; Potency, µM (highest dose often 45.6 µM), for the others: top-dose activation, hits mostly activators; also: potency is read from the fitted curve at half-maximal effect; % of control where 0% means no effect
Target sequence (P43220 whole entry, looked up): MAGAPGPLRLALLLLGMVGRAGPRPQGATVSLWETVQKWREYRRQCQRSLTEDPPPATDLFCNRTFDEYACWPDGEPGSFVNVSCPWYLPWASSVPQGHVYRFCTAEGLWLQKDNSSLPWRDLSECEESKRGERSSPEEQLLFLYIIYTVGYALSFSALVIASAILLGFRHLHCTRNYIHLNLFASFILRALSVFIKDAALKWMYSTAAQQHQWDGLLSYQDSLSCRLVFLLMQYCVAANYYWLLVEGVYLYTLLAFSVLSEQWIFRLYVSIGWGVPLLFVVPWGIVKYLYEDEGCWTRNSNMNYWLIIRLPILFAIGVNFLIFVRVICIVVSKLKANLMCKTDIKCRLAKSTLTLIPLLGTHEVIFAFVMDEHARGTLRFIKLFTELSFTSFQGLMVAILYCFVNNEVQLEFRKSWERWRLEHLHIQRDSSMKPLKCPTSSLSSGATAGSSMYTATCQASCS
HT1080NT lethal = kills 2HG-producing HT-1080-NT fibrosarcoma cells | actives 1.6% (n = 360,000) | AID 686970 | Potency, µM (titrated, usually from 46.1 µM), inactives show top-dose activity, negative = less viability, actives largely listed as cytotoxic | HT-1080-NT fibrosarcoma viability, CellTiter-Glo ATP luminescence, 48 h;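 also: NT is the 2HG producing partner of a matched IDH1 knockdown line; potency is read from the fitted curve at half-maximal effect; 0% = DMSO-treated cells and -100% = media-only wells without cells; nearly all actives have a fitted effect of over 55% in size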
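A 48-hour cytotoxicity screen used HT-1080-NT cells plated 2 hours before compound delivery. ATP-based CellTiter-Glo luminescence measured viability, normalized to DMSO and no-cell controls.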
An asterisk follows results filed as active; ? = inconclusive; . = no result given; [ ] = remark or other dose. Unless noted, calls follow the shape of the dose curve; as a rule, active = well fitted curve in the direction sought with a large enough effect; inconclusive = small, poorly fitted or top-dose-only effect, or another doubt; inactive = no such curve, though single readings can be large; an effect the other way counts as inactive or inconclusive.

SMILES	DRD3 antagonist	D3 ag	KB-V1 cytotox	IL1B secr inh	SW480 rerep	KB-3-1 tox	HT1080 IDH1KD tx	GLP1R ag	HT1080NT lethal
CC1(C(=O)NCC2CCOCC2)Cc2c(-c3cccc(C(F)(F)F)c3)ccnc2O1 (stereo not drawn)	0	-12	?	72	.	?	3.7µM*	19%	?
CC1(C)CC(=O)C=C(Nc2ccc(C(=O)O)cc2)C1	111	1	2%	10	-5%	-4%	12%	-8%	11%
CCCC(C)C(=O)OCC(=O)Nc1c(Br)cc(C)cc1Br (stereo not drawn)	-9	0	?	27	-3%	4%	13%	-2%	9%
Nn1c(SCC(=O)NCCc2ccc(S(N)(=O)=O)cc2)nnc1C1CCCCC1	-2	-4	0%	0	?	7%	2%	1%	0%
COc1cc(C2C(C#N)=C(N)Oc3cc(N(C)C)ccc32)cc2c1OCO2 (stereo not drawn)	-18	-13	0.016µM*	69	-3%	0.82µM*	?	?	0.2µM*
O=c1[nH]c2ccccc2c(O)c1-c1ccccc1[N+](=O)[O-]	-3	3	13%	0	2%	5%	-8%	0%	19%
C=CC[C@@H](CC(=O)OC(C)(C)C)C(=O)OC[C@@H]1CCCN1C(=O)[C@@H](CC=C)CC(=O)N[C@@H](CO)Cc1ccccc1	13	2	1%	0	-11%	12%	0%	-3%	23%
CC(=O)/C(C#N)=C1\NC(=O)C(Cc2ccc(C)c(C)c2)S1 (stereo not drawn)	-5	0	5.8µM*	59	-1%	15µM*	?	3%	-18%
CC1=C(CC(=O)c2ccc(Cl)cc2)C(=O)c2ccccc2C1=O	-10	-8	16µM*	10	4.1µM*	?	11µM*	-11%	?
CCOC(=O)c1[nH]c(C)c(C(=O)N2CCN(c3ccccc3)CC2)c1C	-28	-17	16µM*	0	1%	-12%	-25%	1%	3%
COc1cccc(C(C)(O)c2nc(-c3ccc4c(c3)OCO4)cs2)c1 (stereo not drawn)	-8	-2	-2%	0	.	-2%	-28%	-3%	-9%
COc1ccc(CN2C(=O)COc3ccccc3C2c2nc3ccccc3[nH]2)cc1 (stereo not drawn)	-12	0	0%	-12	.	21%	7%	11%	8%
Cc1ccc(C)c(N(C(=O)c2csnn2)C(C(=O)NC2CCCCC2)c2ccncc2)c1 (stereo not drawn)	-10	-8	-21%	7	3%	-1%	9%	1%	12%
Cc1cc(C)c2[nH]c(=O)c(CN(CC3CCCO3)C(=O)c3cnccn3)cc2c1 (stereo not drawn)	5	2	-2%	0	-6%	3%	-5%	24%	2%
Cc1ccc(-c2sc(C(=O)NN)c(C)c2C#N)cc1	19	2	15%	57	18%	-22%	?	13%	?
Cc1ccc(C)c(SCC(=O)NCC(c2ccco2)N2CCCCC2)c1 (stereo not drawn)	-21	-21	-20%	-7	-2%	-4%	-3%	-3%	-5%
CCS(=O)(=O)Nc1ccccc1C(N)=O	10	2	-2%	8	-6%	6%	4%	0%	9%
CS(=O)(=O)c1cnc(-c2ccccc2)nc1Oc1ccc(Cl)cc1	3	7	15%	0	0%[9.22 µM]	13%	-9%	-9%	-7%
Cc1cccc(NC2=C(Cl)C(=O)OC2OC(C)C)c1 (stereo not drawn)	5	-1	0%	17	-6%	-4%	3%	11%	7%
COc1ccc(OC)c(C2=NO[C@@H]3C(=O)N(c4cc(Cl)ccc4OC)C(=O)[C@H]23)c1	-15	-3	15%	5	1%	6%	13%	-7%	-2%
CCC1CCCCN1S(=O)(=O)c1ccc(NC(=O)C2CCN(C(=O)c3ccco3)CC2)cc1 (stereo not drawn)	-2	-14	?	28	-8%	-11%	-18%	2%	?
O=S(=O)(NCCC1=CCCCC1)c1ccccc1Cl	-5	-6	-26%	2	-1%	2%	1%	13%	5%
CC1(C)NC(=O)N(CC(O)CN2CCOCC2)C1=O (stereo not drawn)	?	-2	-3%	-6	-4%	2%	1%	7%	2%
O=C(c1cc(-c2ccco2)on1)N1CCN(C(c2ccccc2)c2ccccc2)CC1	-23	1	-15%	-9	4µM*	-2%	?	-22%	?
CC(C)(C)S(=O)N1Cc2cn(Cc3ccccc3)c(=O)cc2[C@@H]1CCO (stereo partly drawn)	23	12	0%	28	13%	0%	-1%	0%	-3%
Cc1ccc(S(=O)(=O)NCc2ccc(C(=O)N(C)CCC#N)cc2)cc1	0	1	-1%	28	-1%	10%	14%	-12%	26%
Cc1ccc(C)c(NC(=O)CCS(=O)(=O)c2cccc3nsnc23)c1	.	1	0%	.	.	5%	.	0%	.
Nc1nnc(Cc2ccc(Cl)cc2Cl)s1	-3	0	0%	9	3%	1%	-1%	-3%	0%
CC(C)(CO)NC(=S)NCc1ccco1	-7	12	?	-5	3%	29%	17%	4%	5%
O=C(Nc1cccc2ccccc12)c1csc([C@@H]2O[C@H](CO)[C@H](O)[C@H](O)[C@H]2O)n1	-28	-6	3%	3	.	0%	0%	0%	21%
Oc1ccc(/C=N/NC(=S)NCCN2CCOCC2)c(O)c1	15	8	-2%	-7	?	0%	0%	-3%	-8%
O=C(Nc1nnc(-c2ccc(F)cc2)o1)c1ccco1	1	5	-9%	23	0%	3%	-14%	-4%	0%
COc1ccc(/C=C2/SC(=O)N(CCNC(=O)C3CCCN3C(=O)c3cccs3)C2=O)cc1 (stereo not drawn)	7	8	-25%	-149*	4%	3%	-3%	8%	5%
CCCC(NC(=O)Cc1c(C)c2cc3c(C)c(C)oc3c(C)c2oc1=O)C(=O)N[C@@H](Cc1ccccc1)C(=O)O (stereo partly drawn)	-14	-5	11%	20	-2%	2%	12%	-2%	-1%
O=[N+]([O-])c1ccccc1/C=N/Nc1nc(N2CCCC2)nc(N2CCCC2)n1	-4	2	?	17	0%	-5%	-23%	13%	-21%
CCC1C(C#N)=C(N)OC2=C1C(=O)CC(C)(C)C2 (stereo not drawn)	-4	0	6%	0	-1%	-14%	-12%	13%	4%
CC1CC(C(F)(F)F)n2ncc(C(=O)O)c2N1 (stereo not drawn)	16	-15	0%	2	-5%	7%	15%	-1%	7%
O=C(CCN1C(=O)/C(=C/c2ccc(Cl)cc2)SC1=S)Nc1ccc(C(=O)O)cc1	10	1	29%	-6	-4%	-4%	0%	-1%	4%
O=C(CN1CCN(Cc2ccccc2F)C1=O)NCCc1ccc(Cl)cc1	2	3	-3%	-9	-3%	13%	1%	4%	-1%
Nc1nonc1C(=O)NCCNS(=O)(=O)c1ccc(F)cc1	5	2	15%	7	-9%	7%	7%	2%	8%

3 compounds from above, reduced to D3 ag and HT1080NT lethal:
molecule	D3 ag	HT1080NT lethal
Nc1nnc(Cc2ccc(Cl)cc2Cl)s1	0	0%
Cc1ccc(C)c(NC(=O)CCS(=O)(=O)c2cccc3nsnc23)c1	1	.
Oc1ccc(/C=N/NC(=S)NCCN2CCOCC2)c(O)c1	8	-8%

Copied from the entries so far (3 entries):
SMILES	DRD3 antagonist	D3 ag	KB-V1 cytotox	IL1B secr inh	SW480 rerep	KB-3-1 tox	HT1080 IDH1KD tx	GLP1R ag	HT1080NT lethal
O=C(CCN1C(=O)/C(=C/c2ccc(Cl)cc2)SC1=S)Nc1ccc(C(=O)O)cc1	10	1	29%	-6	-4%	-4%	0%	-1%	4%
O=C(CN1CCN(Cc2ccccc2F)C1=O)NCCc1ccc(Cl)cc1	2	3	-3%	-9	-3%	13%	1%	4%	-1%
Nc1nonc1C(=O)NCCNS(=O)(=O)c1ccc(F)cc1	5	2	15%	7	-9%	7%	7%	2%	8%

(more compounds)
SMILES	DRD3 antagonist	D3 ag	KB-V1 cytotox	IL1B secr inh	SW480 rerep	KB-3-1 tox	HT1080 IDH1KD tx	GLP1R ag	HT1080NT lethal
Cn1c(C(=O)OCC(=O)NCc2ccco2)cc2sccc21	-1	-8	-3%	-21	?	3%	?	10%	-23%
COc1ccc2cc3c(N)c(C(=O)N4CCCC4)sc3nc2c1	24	0	?	-69*	-11%	8%	0%[9.24 µM]	2%	6%
CC(CNS(=O)(=O)c1ccccc1)(c1ccccc1)N1CCCCC1 (stereo not drawn)	-3	0	?	3	2.6µM*	-6%	9%	12%	0%
Cc1ccccc1NC(=O)CNc1ccccc1C(=O)NCc1ccco1	-10	1	?	-23	0%	10%	11%	-7%	0%
COc1ccc([N+](=O)[O-])cc1CSc1ccccn1	-7	3	3%	7	4%	-1%	-4%	-4%	-5%
C=C(C)CSc1nc(N)c2c(C)c(C)sc2n1	-20	-12	-18%	1	18%	9%	-9%	5%	-8%
CN(C)/C=C/C(=O)c1ccc(S(=O)(=O)c2ccccc2)cc1	-4	-4	-20%	20	2%	-1%	0%	4%	-2%
CC(C)C1COC(c2cccc3ccccc23)=N1 (stereo not drawn)	?	-10	?	14	?	5%	19%	13%	10%
COc1ccc(S(=O)(=O)NC2CC2)cc1C(=O)N1CCOCC1	-3	4	6%	7	?	2%	10%	6%	6%
Cc1cccc(N2C(=O)CC(Sc3ncn[nH]3)C2=O)c1 (stereo not drawn)	-11	3	-3%	18	15%	-16%	18%	3%	13%
COc1cc(CNC2CCCCCCC2)ccc1OCC(N)=O	5	-2	-1%	-3	?	0%	-2%	-6%	-2%
O=C(c1cccc([N+](=O)[O-])c1)N1CCCC(C(=O)N2CCN(c3ccccc3)CC2)C1 (stereo not drawn)	7	5	10%	-3	-2%	18%	10%	-5%	5%
C[C@@H]1CN([C@@H](C)CO)C(=O)CCCn2nncc2CO[C@@H]1CN(C)S(=O)(=O)c1ccc2ccccc2c1	7	1	-18%	?	.	-8%	-3%	2%	3%
COc1ccc(Cc2nnc(SCC(=O)NC3CCCCC3)n2C)cc1	-17	-1	-39%	7	0%	-9%	7%	0%	0%
C[C@@H]1CN([C@@H](C)CO)C(=O)CCCn2nncc2CO[C@H]1CN(C)C(=O)c1ccncc1	14	2	?	13	.	49%	6%	3%	3%
O=C(Nc1ccccc1N1CCOCC1)c1ccccc1[N+](=O)[O-]	20	8	19%	5	-1%	-7%	7%	1%	-1%
